# Bioassay records deposited in PubChem by several laboratories.
# aSyn 5UTR inh: 5' untranslated region of α-synuclein, MLPCN primary screen. alpha-synuclein 5'UTR reporter, inhibitor activity. inhibition, % (tested at 7.5 µM). hit rate 0.82% among 300,000. AID 1813; in the data active = inhibition above about 60%; inconclusive = no clear call, values can overlap the other calls;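 also: H4 neuroglioblastoma cells stably carrying SNCA 5'UTR luciferase fusion; 0% = DMSO wells and 100% = positive control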
# GSK3B inh: human GSK3beta kinase inhibition; P49841; GST-GSK3beta kinase, ADP-Glo luminescence, 60 min; hits give low values; activity score (negative = inhibition), % at 10 µM; hit rate 0.038% among 300,000;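 active = more than half of replicate wells score below -50%, meaning over 50% inhibition versus plate controls; inconclusive = some replicates but at most half score below -50%; inactive = no replicate scores below -50%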;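 also: 0% = median DMSO wells and -100% = median GW8510 positive control wells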
# Target sequence (P49841 whole entry, looked up): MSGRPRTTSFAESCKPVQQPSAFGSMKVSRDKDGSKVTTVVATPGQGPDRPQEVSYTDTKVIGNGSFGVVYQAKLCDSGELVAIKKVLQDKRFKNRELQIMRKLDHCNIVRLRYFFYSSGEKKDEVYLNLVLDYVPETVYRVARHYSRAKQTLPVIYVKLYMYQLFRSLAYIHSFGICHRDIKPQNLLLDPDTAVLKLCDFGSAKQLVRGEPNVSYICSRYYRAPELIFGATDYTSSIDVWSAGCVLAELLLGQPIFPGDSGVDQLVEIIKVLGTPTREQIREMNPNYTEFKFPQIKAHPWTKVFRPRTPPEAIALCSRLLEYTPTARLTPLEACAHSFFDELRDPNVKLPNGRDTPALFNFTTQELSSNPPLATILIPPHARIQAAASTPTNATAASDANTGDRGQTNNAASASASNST
#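 Test system: GST-fused GSK3beta enzyme, cell-free | Quantity: 1.6 ng GST-GSK3beta enzyme per well | Reagent: 25 µM ATP with peptide substrate | Schedule: 60 min enzyme reaction, room temperature | Signal: Luminescent ADP-Glo measurement of ADP formed | Read-out basis: Score relative to plate controls | Control set: DMSO and 20 µM GW8510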
# HSP90 inh: HSP90 refolding inhibition in rabbit reticulocyte lysate. hit rate 0.91% among 290,000. inhibition, % at 5.6 µM. AID 1789. luciferase refolding luminescence, 3 h;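 active = inhibition above the screen-wide mean plus 3 SD, computed separately per campaign, cut at about 16% in these data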;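 also: 0% = DMSO wells and 100% = 60 µM geldanamycin wells; inhibitors lower the luminescence because luciferase stays unfolded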
# HSF1 activator: increases HSF-1 driven luciferase reporter signal; hit rate 1.7% among 300,000; activation, % at 9 µM; NIH3T3-HGL HSF-1 luciferase reporter, MG132, 8 h; 100% = twice DMSO control signal;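 active = mean replicate activation of at least 50% with a set share of replicates each reaching 50%; inconclusive = only one of those two conditions met; inactive = mean below 50% and too few replicates reaching it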;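 also: 0% = median of the neutral control wells and 100% = twice that signal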
# HSF1 inhib: HSF1 inhibition. NIH3T3-HGL HSE-luciferase, MG132-induced, luminescence 8 h; hits give low values. activity change, negative = inhibition, % at 7.5 µM (by protocol). hit rate 0.77% among 300,000;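 active = more than half of replicate wells show activity change below -50%, luminescence cut by over half; inconclusive = some wells, but at most half, below -50%; inactive = no replicate well below -50%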;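 also: luciferase reports HSF-1 transcriptional activity via heat shock element; 0% = median of DMSO wells and -100% = zero luminescence signal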
# GSK3A inh: blocks human GSK-3 alpha kinase. ADP-Glo luminescence, 60 min. P49840. AID 2650. inhibition, % at 10 µM. hit rate 0.1% among 320,000;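 in the data active = inhibition above about 50%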;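 also: GST-tagged GSK-3 alpha with peptide substrate and 25 µM ATP; 0% = DMSO neutral wells and 100% = GW8510 positive control wells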
# Target sequence (P49840 whole entry, looked up): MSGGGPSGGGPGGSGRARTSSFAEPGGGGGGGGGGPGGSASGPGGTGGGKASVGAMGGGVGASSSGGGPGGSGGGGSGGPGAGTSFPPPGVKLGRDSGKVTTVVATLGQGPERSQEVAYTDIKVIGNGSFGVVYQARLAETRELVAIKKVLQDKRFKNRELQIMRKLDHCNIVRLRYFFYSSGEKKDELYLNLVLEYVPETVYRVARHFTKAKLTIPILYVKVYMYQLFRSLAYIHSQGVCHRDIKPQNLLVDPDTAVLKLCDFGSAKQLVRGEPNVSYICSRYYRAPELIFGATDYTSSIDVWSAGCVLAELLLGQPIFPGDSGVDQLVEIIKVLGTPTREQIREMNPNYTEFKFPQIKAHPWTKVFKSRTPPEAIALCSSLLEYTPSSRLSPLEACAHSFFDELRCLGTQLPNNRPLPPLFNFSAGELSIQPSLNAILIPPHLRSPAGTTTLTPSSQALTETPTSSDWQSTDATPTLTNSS
# IEC-6 cytotox: IEC-6 cytotoxicity, counter-screen for KLF5 inhibitors; luminescence viability; inhibition, % at 5 µM; hit rate 0.78% among 290,000; in the data active = inhibition above about 22%;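 also: 0% = plate median of test compound wells and 100% = cytotoxic reference compound wells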
# AI-2 QS modul: Vibrio harveyi AI-2 quorum sensing modulation | Vibrio harveyi JMH597 AI-2 luminescence/OD600 ratio, 9 h; hits give low values; strain lacks LuxN and CqsS sensors; 0 = neutral-control median | activity change, % at 7.5 µM | hit rate 0.4% among 300,000 | AID 2094; in the data active = activity change below about -75%, passing the limit was not always enough; inconclusive = no clear call, values can overlap the other calls;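 also: luminescence divided by OD600 gain over 9 h not by final OD600 alone; inactives centre near 13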
# PolyA inh: inhibitors of polyadenylation in S. cerevisiae | S. cerevisiae SKY197-pL101 polyadenylation reporter, beta-gal luminescence; efflux-impaired pdr1/pdr3 knockout yeast; score 100 = 6 SD above DMSO | hit rate 0.02% among 300,000 | calls only at 12 µM;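 active = lowest replicate activity score at least 50, where 100 means six control SD above control mean; inconclusive = lowest score under 50 but half or more replicates reach 50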;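 also: yeast exposed to compound for 9 h at 30 °C; higher score means more reporter readthrough which indicates perturbed polyadenylation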
# KLF5 inhibitor: suppresses KLF5 promoter-driven expression; hit rate 0.23% among 290,000; DLD-1 KLF5 promoter-luciferase reporter, luminescence; inhibition, % at 5 µM;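 active = inhibition above a per-plate limit of that plate's mean compound inhibition plus 3 SD, cut at about 60% in these data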;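 also: 0% = DMSO wells and 100% = LY294002 at 200 µM; higher means less KLF5 promoter-driven luciferase light; inactives centre near -14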
# Active calls of the source: *; i = inactive; ? = inconclusive; . = no result given. Only part of the results is shown, so the mix of outcomes need not match the whole.
SMILES,aSyn 5UTR inh,GSK3B inh,HSP90 inh,HSF1 activator,HSF1 inhib,GSK3A inh,IEC-6 cytotox,AI-2 QS modul,PolyA inh,KLF5 inhibitor
COc1ccc(NC(=O)CS(=O)c2ccccc2Cl)cc1 (stereo unspecified),-32.5,4.6,3.8,-15.5,1.3,-0.3,2.8,3.5,i,-26.6
COC(=O)c1ccccc1NC(=O)c1ccc(COc2ccc(C)c(C)c2)o1,-21.6,-3.7,1.5,21.2,-1.9,.,2.8,9.9,i,-28.6
COc1ccc(C(=O)/C=C/c2ccsc2)cc1CSCC(=O)O,-4.1,-4.1,-1.6,-2.5,-3.1,-2.9,-5.0,22.7,i,-5.6
COc1ccc(Br)cc1C(=O)Nc1ccc(Cc2ccncc2)cc1,-20.7,8.5,-1.1,-33.7,-27.7,-2.3,7.3,14.2,i,-14.7
Cc1ccc(OC(=O)c2cccc([N+](=O)[O-])c2)c(-n2nc3ccccc3n2)c1,-278.1,-1.6,-4.9,4.0,3.1,-0.6,-8.5,-10.5,i,-27.9
O=C(NCc1ccc2c(c1)OCO2)c1cccc2c1C(=O)N(C1CCCCC1)C2,24.0,-3.1,1.6,-2.9,1.0,-1.0,-0.2,10.5,i,-17.1
CCCCSc1nn[nH]n1,-0.5,2.6,0.4,27.3,7.7,-3.1,-3.7,-6.4,i,-17.4
C[C@H](NC(=O)Cn1cncn1)c1ccccc1,-16.7,0.8,0.6,1.9,-3.1,-1.1,-2.3,22.8,i,-27.1
COC(=O)c1ccc2nc(-c3cccc(N)c3)cn2c1,?,-4.1,36.1*,-0.1,-2.8,-4.5,0.4,7.4,i,32.0
O=C(N/N=C/c1ccccn1)c1cc(-c2ccc(Cl)cc2)nc2ccccc12,-5.3,-1.1,1.8,147.3*,112.8,.,-4.0,6.8,i,-6.8
CC(=O)c1ccc(OCC(=O)NCC2(N3CCCCC3)CCCCC2)cc1,-20.0,-2.0,-1.4,0.8,-1.9,-0.7,-9.2,13.8,i,-2.0
Cc1cc(C)nc(N/N=C/C2=C(N3CCOCC3)C(=C\c3ccc(Cl)cc3)/CC2)n1,-22.5,1.9,1.8,48.2,12.7,-3.3,-0.9,38.4,i,-3.2
CCN1C(=O)N(CC)C2NC(=S)NC21 (stereo unspecified),-9.4,3.8,-0.5,-8.7,-4.3,-0.1,-1.9,1.1,i,-7.4
CN1/C(=C\C(=O)CSc2cccc[n+]2[O-])C(C)(C)c2ccccc21,13.4,-0.3,3.6,3.6,-10.1,-3.8,103.9*,13.4,i,-20.9
CC(=O)N1CCN(S(=O)(=O)c2cccc(C(=O)Nc3nc4c(s3)CCCC4)c2)CC1,-25.8,0.5,0.7,-1.4,-5.0,-1.8,5.7,13.0,i,-26.9
CSC1=NCCN1S(=O)(=O)c1ccc(NC(C)=O)cc1,-2.3,0.6,2.7,0.6,-7.2,-3.2,11.1,7.3,i,16.5
CCOC(=O)c1c(C)nn(-c2ccc(NC(=O)c3cccs3)cc2)c1C,-20.8,-0.9,-1.1,-5.6,-0.3,1.1,-0.4,53.8,i,-11.2
CCn1nc(C(=O)OCC(=O)NCC(C)C)c2ccccc2c1=O,5.9,2.3,0.6,-0.3,-0.4,-1.3,-0.2,13.0,i,-11.8
CCCCOc1cccc(C(=O)Nc2ccccc2N2CCCC2)c1,7.0,0.3,-1.6,-10.2,-0.1,-1.8,2.0,-2.2,i,3.0
Cc1cccn2c(=O)c3cc(C(=O)NC4CCCCC4)c(=N)n(CCN4CCOCC4)c3nc12,-31.7,-2.7,7.2,-6.3,-3.6,-0.6,3.6,7.0,.,-25.4
COc1ccc(CC(=O)Nc2c3c(nn2-c2cccc(C)c2C)CS(=O)C3)cc1 (stereo unspecified),5.0,-4.1,-1.7,0.1,-5.7,-2.1,0.7,23.0,i,-3.1
CCN(CC)c1cc(C(F)(F)F)nc(-c2ccccn2)n1,21.1,2.0,5.5,4.6,2.1,0.6,-1.7,16.7,i,-16.3
CC(OC(=O)c1cnc2ccccc2n1)c1ccccc1Cl (stereo unspecified),-27.9,-0.9,-3.9,34.9,16.1,-0.6,6.6,22.0,i,-5.8
Cc1ccc(S(=O)(=O)C(CCC(=O)c2ccc(Cl)cc2)C(N)=O)cc1 (stereo unspecified),-1.5,-2.1,-2.3,47.8,12.7,-2.2,6.4,-2.0,i,-4.4
CCOC(=O)CSc1nnc(CNC(=O)c2cc(OC)c(OC)c(OC)c2)n1C,22.0,3.0,3.0,3.3,-4.1,-1.4,-4.5,4.5,i,-25.0
# Next section:
SMILES,aSyn 5UTR inh,GSK3B inh,HSP90 inh,HSF1 activator,HSF1 inhib,GSK3A inh,IEC-6 cytotox,AI-2 QS modul,PolyA inh,KLF5 inhibitor
CCOc1ccc(C(C)=O)cc1N1C(=O)C2C(C1=O)C1C=CC2C12CC2 (stereo unspecified),9.3,1.6,1.0,-5.4,0.0,1.7,1.6,28.2,i,1.4
Cc1nnc(C)n1/N=C/c1ccc2c(c1)OCCO2,0.0,2.5,0.3,21.6,3.4,-4.6,-3.9,11.7,i,-8.4
CN(C)c1ccnc2sc3c(NCC(O)CO)ncnc3c12 (stereo unspecified),3.3,-0.9,-4.2,4.7,0.3,-0.2,-2.6,12.6,i,5.3
CCCCOc1cccc(OCCCC)c1C(=O)Nc1cc(C)on1,-4.4,0.1,-0.7,38.9,15.4,-0.5,-11.5,20.8,i,-28.5
CCOc1ccccc1CNC(=O)c1cn(C)c(=O)c2c1c1ccccc1n2C,6.3,0.1,-5.6,-3.4,2.3,-1.2,3.3,5.6,i,5.1
O=C(Oc1ccccc1)c1cccnc1Oc1ccccc1,8.2,0.6,0.3,-1.1,-0.3,0.1,0.9,7.8,i,-16.6
O=C(CSc1nnc(CNC(=O)c2ccco2)o1)Nc1ccc(F)cc1F,10.7,.,2.7,-0.2,-0.1,-2.6,0.5,-4.4,i,-22.5
Cc1ccc(NCc2cccnc2)c(Br)c1,-13.4,-0.4,0.5,22.0,-9.1,3.1,-0.3,16.6,i,8.4
CCCC1(C(=O)OCC)NC(c2cc(OC)c(OC)c(OC)c2)C2C(=O)N(CC)C(=O)C21 (stereo unspecified),3.1,-1.1,1.1,-8.6,-5.1,.,-0.3,4.7,i,-7.5
C/C=C/C=C/C(=O)[C@@H]1[C@@H]([C@]2(C)OC(=O)C(C)=C2O)[C@H]2/C(=C(O)/C=C/C=C/C)C(=O)[C@]1(C)C(=O)C2(C)O (stereo partly specified),-0.3,-2.7,.,8.7,3.6,-0.1,.,12.4,i,.
COc1ccc(CNC(=O)Nc2cccs2)cc1OC,3.3,5.2,3.1,5.6,-1.2,-0.1,-4.0,27.7,i,-18.2
CC(C)C[C@@H](CSc1ccccc1)N1CCN(CCc2ccccc2)CCC1=O,-14.5,1.0,-2.4,8.0,8.2,-2.8,1.6,8.9,i,-36.7
COC(=O)c1ccccc1NC(=O)c1cn(-c2ccc(C)c(C)c2)c(=O)c2ccccc12,34.6,-10.4,-1.1,-35.4,-31.2,-3.1,-3.3,25.4,i,3.1
Cc1ccc(-c2nc(SCC(=O)Nc3cc(S(=O)(=O)N4CCCCC4)ccc3Cl)n[nH]2)cc1,9.3,1.2,5.4,1.8,-1.5,-0.2,-6.8,14.1,i,-11.9
CN1CCC(=NNC(=O)C(=O)Nc2ccc(F)cc2)CC1,-92.5,6.0,0.4,8.0,8.2,-3.8,0.0,16.9,i,16.1
Nc1ccccc1C(=O)N/N=C1/C2CN3CCN(C2)CC1(Cc1ccccc1)C3,-11.3,-0.7,0.9,24.8,17.1,-2.1,6.2,3.8,i,-31.1
CCOC(=O)C1=C(C)OC(N)=C(C#N)C1c1ccc(OC)c(CSc2ccccn2)c1 (stereo unspecified),5.9,0.4,-5.4,-4.0,13.0,-0.9,2.2,17.6,i,5.0
CN1CCN(S(=O)(=O)c2ccc(Oc3ccc(F)c(Cl)c3)nc2)CC1,19.7,-2.2,-1.4,-58.4,-47.7,-1.5,3.6,0.0,i,-9.1
O=[N+]([O-])c1ccc(Cc2ccccn2)c([N+](=O)[O-])c1,-3.1,0.9,.,1.3,1.9,1.3,.,26.8,i,.
COc1ccccc1CN1CC(=O)N2CSC[C@H]2C1=O,-11.9,0.8,1.1,18.2,10.7,0.8,-0.9,-3.2,i,-21.5
CCOC(=O)C1CCN(C(=O)C2CCCCC2)CC1,11.2,-1.6,1.9,-5.7,0.4,-1.8,-3.0,10.0,i,-0.9
Cn1c(=O)n(CC(=O)N2CCOCC2)c2ccccc21,15.6,-6.6,1.0,-3.8,-0.2,0.3,3.9,28.3,i,-7.5
Cc1cc(C)nc(SCC(=O)Oc2ccc3oc(=O)cc(C)c3c2)n1,-22.3,0.9,1.6,-1.7,1.8,7.0,6.2,3.8,i,-59.6
COc1ccc(OC)c(S(=O)(=O)Nc2ccc(Oc3ccccc3)cc2)c1,2.5,1.4,5.3,-2.1,-2.7,-0.1,-2.0,13.4,i,-15.3
O=C1CC(N2CCC(c3nc4ccccc4[nH]3)CC2)C(=O)N1c1cccc(F)c1 (stereo unspecified),4.1,-5.7,1.5,14.5,-6.2,1.3,-4.4,11.0,i,-16.8
O=C(c1cc(-c2ccccc2)nn1CC1CC(c2cccnc2)=NO1)N1CCOCC1 (stereo unspecified),-27.9,-1.8,.,-1.8,0.7,-2.0,.,-3.6,i,.
COc1ccc(Nc2cc(C)c3ccccc3n2)cc1,-100.9,1.5,-5.3,20.5,17.0,0.0,6.3,5.3,i,-66.5
O=C(NCc1ccc(Cl)cc1)C1CCN(S(=O)(=O)c2ccc(N3CCCC3=O)cc2)CC1,8.7,-3.8,-2.3,0.0,8.7,6.0,3.5,3.8,i,-12.7

# Part of the list above in another layout.
Compound: O=C1CC(N2CCC(c3nc4ccccc4[nH]3)CC2)C(=O)N1c1cccc(F)c1 (stereo unspecified)
  aSyn 5UTR inh = 4.1 | GSK3B inh = -5.7 | HSP90 inh = 1.5 | HSF1 activator = 14.5 | HSF1 inhib = -6.2 | GSK3A inh = 1.3 | IEC-6 cytotox = -4.4 | AI-2 QS modul = 11.0 | PolyA inh = i | KLF5 inhibitor = -16.8
Compound: Cc1ccc(NCc2cccnc2)c(Br)c1
  aSyn 5UTR inh = -13.4 | GSK3B inh = -0.4 | HSP90 inh = 0.5 | HSF1 activator = 22.0 | HSF1 inhib = -9.1 | GSK3A inh = 3.1 | IEC-6 cytotox = -0.3 | AI-2 QS modul = 16.6 | PolyA inh = i | KLF5 inhibitor = 8.4

# Only AI-2 QS modul, for 4 of the compounds above:
Structure	AI-2 QS modul
COc1ccccc1CN1CC(=O)N2CSC[C@H]2C1=O	-3.2
CCOC(=O)C1CCN(C(=O)C2CCCCC2)CC1	10.0
Cn1c(=O)n(CC(=O)N2CCOCC2)c2ccccc21	28.3
Cc1cc(C)nc(SCC(=O)Oc2ccc3oc(=O)cc(C)c3c2)n1	3.8
